HCV core dimer: inhibitors of HCV core protein dimerization, primary screen, biochemical, TR-FRET, high-throughput. TR-FRET GST/Flag-core106 dimerization, 1536-well. inhibition, % at 5 µM. 300,000 tested, 0.33% active. AID 1899, 2009;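 active = inhibition above the mean of all tested compounds plus 3 SD, set per screening campaign, cut at about 45% in these data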
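Assay system: Tagged HCV core106 pair (GST and Flag) | Buffer or medium: KF-containing HEPES buffer, pH 7.45, DTT, CHAPS, BSA | Also added: Eu donor and XL665 acceptor anti-tag antibodies | Dosing: One concentration, 5 µM, in 0.5% DMSO | Timing: 4 h at 22.5 °C | Technique: TR-FRET 671 and 617 nm emission | Repeats: Singlicate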
proCasp7 act: procaspase-7 activators, primary screen, counter-screen for procaspase-3 activator project, biochemical, absorbance, HTS, human; Caspase-7 (Homo sapiens), P55210; recombinant procaspase-7, Ac-DEVD-pNA absorbance 405 nm; D23A/D198A/D206A triple mutant, cannot self-cleave; scale: DMSO 0, 5 µM enzyme 100; activation, % at 8.5 µM; 330,000 tested, 0.093% active; AID 463210, 2010;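 active = percent activation above the screen-wide mean plus 3 SD, cut at about 25% in these data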
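Test system: Procaspase-7 triple mutant (PC-7 D3A). Also added: Ac-DEVD-pNA substrate, 400 µM as added. Schedule: 1 h enzyme–compound preincubation and 2 h substrate reaction, both 25 °C. Signal: p-Nitroaniline absorbance at 405 nm, read at 0 and 120 min. Control set: low DMSO alone, high DMSO plus 5 µM PC-7.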
PAFAH2 inh: PAFAH2 enzyme inhibitors, primary screen, biochemical, fluorescence polarization, human; 340,000 tested, 0.99% active; inhibition, % at 3.39 µM; recombinant PAFAH2, FP-rhodamine activity probe; Platelet-activating factor acetylhydrolase 2, cytoplasmic (Homo sapiens), Q99487;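 active = inhibition above the mean over all tested compounds plus 3 SD, cut at about 30% in these data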;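 note: inhibitors block probe labeling of enzyme so polarization drops; 0% = enzyme with DMSO and 100% = wells lacking PAFAH2 protein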
AHR activator: AHR activators, primary screen, cell-based, luminescence, luciferase reporter, human. Aryl hydrocarbon receptor (Homo sapiens), P35869. AHR-responsive luciferase reporter cells. activation, % at 5 µM. 320,000 tested, 2.5% active. AID 2796, 2010; in the data active = activation above about 47%;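 note: 0% = vehicle wells and 100% = reference agonist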
Target sequence (P35869 whole entry, looked up): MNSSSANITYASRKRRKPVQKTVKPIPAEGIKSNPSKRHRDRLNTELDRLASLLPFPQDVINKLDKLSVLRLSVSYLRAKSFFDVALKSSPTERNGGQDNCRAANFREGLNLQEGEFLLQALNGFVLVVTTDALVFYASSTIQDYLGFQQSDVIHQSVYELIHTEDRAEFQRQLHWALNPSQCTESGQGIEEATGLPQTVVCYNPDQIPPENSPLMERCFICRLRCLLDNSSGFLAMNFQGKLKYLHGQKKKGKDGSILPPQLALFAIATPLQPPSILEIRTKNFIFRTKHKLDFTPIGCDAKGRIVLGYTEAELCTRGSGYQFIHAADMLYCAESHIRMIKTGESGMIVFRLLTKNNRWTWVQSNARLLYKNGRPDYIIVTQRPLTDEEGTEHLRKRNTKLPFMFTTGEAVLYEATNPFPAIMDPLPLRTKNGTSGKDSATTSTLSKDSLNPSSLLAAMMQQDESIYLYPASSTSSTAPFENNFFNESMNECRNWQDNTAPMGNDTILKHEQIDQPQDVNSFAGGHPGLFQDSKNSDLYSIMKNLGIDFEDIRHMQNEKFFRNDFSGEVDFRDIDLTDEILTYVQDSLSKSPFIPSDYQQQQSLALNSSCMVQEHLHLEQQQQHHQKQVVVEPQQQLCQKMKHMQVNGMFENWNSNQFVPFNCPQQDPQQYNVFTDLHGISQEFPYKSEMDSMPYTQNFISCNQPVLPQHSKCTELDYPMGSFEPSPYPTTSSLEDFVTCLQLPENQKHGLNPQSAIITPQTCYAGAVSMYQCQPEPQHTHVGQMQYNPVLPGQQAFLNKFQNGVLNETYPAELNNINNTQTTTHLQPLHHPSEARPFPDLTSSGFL
TPT1 inh: Candida albicans TPT1 enzyme inhibitors, primary screen, biochemical, fluorescence polarization. tRNA 2'-phosphotransferase TPT1 (Candida albicans SC5314). recombinant caTPT1, FP RNA substrate dephosphorylation. inhibition, % at 5 µM. 300,000 tested, 0.81% active. AID 1962, 2009;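 active = inhibition above the mean of all tested compounds plus 3 SD, set per screening campaign, cut at about 24% in these data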;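 note: plate controls were DMSO alone for no effect and ferristatin control at 100 nM for full effect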
PP1 inh: PP1-alpha phosphatase inhibitors, primary screen, counter-screen for PP5 inhibitor project, biochemical, fluorescence, OMFP substrate, single point; Serine/threonine-protein phosphatase PP1-alpha catalytic subunit (Homo sapiens), P62136; purified PP1alpha; inhibition, % at 6.7 µM; 320,000 tested, 0.9% active;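 active = inhibition above the mean inhibition of all tested compounds plus 3 SD, computed separately for each screening campaign, cut at about 15% in these data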
proCasp3 act: activators of human procaspase-3 D3A mutant, primary screen, biochemical, absorbance, PC-3 D3A mutant, single concentration. 330,000 tested, 0.11% active. recombinant procaspase-3 D3A, Ac-DEVD-pNA absorbance 405 nm. activation, % at 8.5 µM. Caspase-3 (Homo sapiens), P42574. AID 463141, 2010;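 active = activation above the mean of all tested compounds plus 3 SD, cut at about 21% in these data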;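 note: 0% = DMSO alone and 100% = DMSO wells spiked with extra 5 µM PC-3 D3A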
Target sequence (P42574 whole entry D9A/D28A/D175A): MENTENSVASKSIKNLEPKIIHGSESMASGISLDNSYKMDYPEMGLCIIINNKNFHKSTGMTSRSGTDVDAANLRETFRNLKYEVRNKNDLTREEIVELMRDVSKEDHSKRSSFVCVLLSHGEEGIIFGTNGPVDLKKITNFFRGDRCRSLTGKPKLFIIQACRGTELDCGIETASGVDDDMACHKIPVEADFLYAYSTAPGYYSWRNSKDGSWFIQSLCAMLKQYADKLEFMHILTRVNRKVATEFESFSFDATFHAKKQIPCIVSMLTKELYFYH
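System: Procaspase-3 D3A mutant. Medium: Zinc-free 300 mM NaCl, 50 mM HEPES, 0.01% Triton X-100. Schedule: 1 h preincubation plus 2 h reaction at 25 °C. Measured by: 405 nm absorbance of p-nitroaniline, reads at 0 and 120 min. Read-out: percent activation relative to control range.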
PP5 primary: PP5 phosphatase inhibitors, primary screen, biochemical, fluorescence | 320,000 tested, 0.18% active | AID 1987, 2009 | inhibition, % at 6.7 µM | purified PP5c, OMFP substrate fluorescence | Serine/threonine-protein phosphatase 5 (Homo sapiens), P53041;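 active = inhibition above the campaign's mean inhibition across all tested compounds plus 3 SD, cut at about 9.5% in these data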;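 note: 0% = DMSO only and 100% = 100 µM cantharidin control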
Fh CTSL1 inh: Fasciola hepatica cathepsin L1 inhibitors, primary screen, counter-screen for PFM18AAP inhibitor project, biochemical, QFRET, fluorogenic peptide substrate; recombinant F. hepatica cathepsin L1, Z-Leu-Arg-MCA fluorescence; inhibition, % at 5.96 µM; AID 1906, 2009; 300,000 tested, 0.49% active;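 active = inhibition above the mean of all tested compounds plus 3 SD, set per screening campaign, cut at about 17% in these data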;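 note: 0% = plate median of test compound wells and 100% = 1 µM Z-Phe-Ala-diazomethylketone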
* marks the source's active call; other numbers are inactive results; . = no result given.

No.	compound	HCV core dimer	proCasp7 act	PAFAH2 inh	AHR activator	TPT1 inh
1	O=C(NC1CCCCCCC1)c1ccc(Br)cc1	-5	6	.	3	-4
2	O=C(CN1CCN(c2ccccc2F)CC1)NC(=O)NC1CCCCC1	.	4	-1	0	.
3	O=C(N/N=C/c1cn(Cc2ccccc2)c2ccccc12)c1ccncc1	-2	-4	-2	24	2
4	CSc1sc(C)cc1C1C(C#N)=C(N)N(c2cccnc2)C2=C1C(=O)CCC2 (stereo not given)	0	-2	8	6	0
5	COC(=O)c1c(-c2ccc(OC)cc2)sc2cc(OC)c(OC)cc12	.	10	0	-1	.
6	CCOC(=O)CNS(=O)(=O)c1ccc(S(=O)(=O)N2CCCC2)cc1	6	-5	-3	-3	1
7	CNC(=O)c1ccccc1F	3	0	4	3	-1
8	O=C(CSc1ccc2nnc(CCNC(=O)c3ccccc3)n2n1)NCc1ccc(F)cc1	-10	2	4	10	-1
9	Cc1nnc(SCC(=O)Nc2ccccc2N2CCOCC2)s1	-5	-4	-13	1	0
10	O=C(CN1CCN(c2ccccc2O)CC1)NC(=O)NC1CCCC1	4	-4	-3	-2	-1
11	O=c1c(-c2ccco2)[n+]([O-])c2ccccc2n1OCc1c(F)cccc1F	0	1	-2	49*	5
12	CC(C)COc1ccc(C(=O)NC(Cc2c[nH]c3ccccc23)C(=O)NN)cc1 (stereo not given)	0	2	1	3	3

No.	PP1 inh	proCasp3 act	PP5 primary	Fh CTSL1 inh
1	-4	-9	-1.3	0
2	.	9	.	.
3	9	-13	3.0	3
4	-3	-5	-1.6	2
5	.	0	.	.
6	-2	7	1.5	-1
7	1	1	-0.6	-2
8	-4	-9	-2.2	4
9	-4	8	0.2	-5
10	-1	-3	-0.6	0
11	-4	3	-0.5	0
12	-1	-1	3.2	0

(next part)
No.	compound	HCV core dimer	proCasp7 act	PAFAH2 inh	AHR activator	TPT1 inh
13	C=CCSc1nc2sc(C)c(C)c2c(=O)n1CC=C	-3	9	-3	6	5
14	O=C(c1ccc(-c2cccc(C(F)(F)F)c2)o1)N1CCCC(C(F)(F)F)C1 (stereo not given)	3	-2	33*	4	0
15	C[C@H](NC(=O)Cc1cccc2ccccc12)C(=O)NCc1ccccc1	-2	-1	2	7	-8
16	CCOC(=O)c1sc2nccc(OC)c2c1N=CNOC	2	2	4	2	-3
17	CC(Oc1ccc2c3c(c(=O)oc2c1)CCCC3)C(=O)NCC(O)c1ccccc1 (stereo not given)	1	13	-7	-1	0
18	Clc1cccc(Cl)c1CON/C=N/c1ncnc2sccc12	3	2	7	2	1
19	CC(C)Oc1cccc(C(=O)C2CCCN(C(=O)c3cc(C(F)(F)F)[nH]n3)C2)c1 (stereo not given)	-1	5	7	8	-4
20	CC1CCC2(CC1)NC(=O)N(CC(=O)Nc1ccc(N3CCOCC3)cc1)C2=O (stereo not given)	10	0	6	-1	-2
21	CCC1(c2ccccc2)NC(=O)N(CC(=O)NCc2ccc(C)cc2)C1=O (stereo not given)	4	4	-1	1	-2
22	COCCNC(=O)C(c1ccc(F)cc1)N(Cc1ccccc1)C(=O)CCC(=O)Nc1ccccn1 (stereo not given)	11	0	11	-3	0
23	COc1cccc(C(=O)Nc2c(C(N)=O)oc3ccccc23)c1	2	-3	2	94*	-1
24	Cc1ccccc1Nc1nc(N)nc(COc2ccc(C#N)cc2)n1	-3	1	-8	10	-1

No.	PP1 inh	proCasp3 act	PP5 primary	Fh CTSL1 inh
13	-1	-2	2.7	0
14	-1	-7	3.9	0
15	5	7	-5.5	6
16	-1	2	0.1	-1
17	-2	0	0.7	6
18	1	6	4.3	-1
19	-1	3	0.6	7
20	-2	8	1.5	0
21	0	7	0.3	-4
22	-3	2	0.5	0
23	-3	-1	2.2	0
24	-5	-3	0.5	-2

The results go on:
No.	compound	HCV core dimer	proCasp7 act	PAFAH2 inh	AHR activator	TPT1 inh
25	C=CCn1c(C)cc(C(=O)CSc2nnc(NC(C)C)s2)c1C	11	8	-1	5	0
26	Cc1ccc(S(=O)(=O)N2CCCCC2)cc1NC(=O)Cn1cc(C(F)(F)F)ccc1=O	.	1	1	1	.
27	COc1ccc(NC(=O)CSc2ccc3nnc(CCNC(=O)c4ccccc4)n3n2)cc1	-12	-2	-1	4	41*
28	COc1ccccc1C(=O)NCC(=O)OC(C)C(=O)N1CCOCC1 (stereo not given)	-3	-8	3	-1	-3
29	COc1cccc(C2=NOC(C(=O)NCCN3CCOCC3)C2)c1 (stereo not given)	0	4	-7	0	-2
30	COc1ccc(C(C)C)cc1S(=O)(=O)N1CC(C)OC(C)C1 (stereo not given)	2	-6	2	-2	0
31	O=C(Nc1ccc(Cl)cc1)C1C2CCCCC21 (stereo not given)	-3	-13	-3	9	-2
32	O=C1C2CCCN2C(c2ccc(F)cc2)N1c1nccs1 (stereo not given)	-2	-8	-1	2	-1
33	CC(=O)N1CCc2cc(S(=O)(=O)Nc3cccc(C(F)(F)F)c3)ccc21	-2	5	5	3	2
34	Oc1cccc2c(-c3nn[nH]n3)ccnc12	.	15	10	-2	.
35	Cc1cc(C)c2c(c1)C(=O)/C(=C/c1ccc(C(=O)O)cc1)CC2	10	1	7	3	1
36	Cc1ccccc1[C@@]1(C)ON(c2ccccc2C(F)(F)F)C1=O	.	10	-1	0	.

No.	PP1 inh	proCasp3 act	PP5 primary	Fh CTSL1 inh
25	-3	6	0.9	-5
26	-8	0	-1.1	.
27	-1	3	0.7	1
28	-4	0	1.9	-3
29	-3	-5	-0.4	-3
30	-6	3	10*	2
31	9	3	-4.3	-5
32	-4	-2	3.6	-1
33	-2	9	0.8	2
34	-3	7	-2.2	.
35	2	-3	4.7	3
36	-1	8	2.4	.

The results go on.
No.	compound	HCV core dimer	proCasp7 act	PAFAH2 inh	AHR activator	TPT1 inh
37	CCC(C)(C(=O)NC1CCCCC1)N(Cc1cccs1)C(=O)CC1NC(=O)NC1=O (stereo not given)	2	4	1	0	0
38	CCOC(=O)C1/C(=N\O)CC(C)(O)C(C(=O)OCC)C1c1ccc(N(C)C)cc1 (stereo not given)	0	-15	13	0	-3
39	Cn1cc(CNC(=O)c2sc3cccc(Cl)c3c2Cl)cn1	-2	1	-8	-2	-5
40	CCc1cccc2c(C(=O)C(F)(F)F)cn(CC(=O)N3CCOCC3)c12	-1	14	1	2	-1
41	CO/N=C/C(C#N)=C/c1cc(C(=O)c2ccccc2)cn1C	-3	-7	4	1	-7
42	Cc1ccc(OCCNC(=O)c2ccccc2OCc2c(C)noc2C)cc1	.	-2	-1	1	.
43	CC(C)C(=O)NC(NC(=S)Nc1cccc2cccnc12)C(Cl)(Cl)Cl (stereo not given)	6	2	-5	8	-1
44	O=C(O)c1ccc(Cn2cnc3sc4c(c3c2=O)CCCC4)cc1	0	0	2	0	-5
45	COc1ccc(/C=C2/C(=O)N(Cc3ccccc3)N=C2C)cc1	9	-22	0	0	1
46	CCN1CCN(CC(=O)N2N=C(c3cccs3)CC2c2ccc(F)cc2)C(=O)C1=O (stereo not given)	-1	3	-6	-1	1
47	COc1ccc(CC(=O)Nc2c3c(nn2-c2cccc(C)c2C)CS(=O)C3)cc1OC (stereo not given)	-1	3	11	-1	2
48	Cc1cc(-c2nc(C)c(C(=O)NN)s2)no1	0	3	-3	16	-1

No.	PP1 inh	proCasp3 act	PP5 primary	Fh CTSL1 inh
37	1	4	1.5	-1
38	7	-2	-5.6	8
39	-1	8	-0.3	-3
40	0	2	0.9	4
41	1	2	0.5	-1
42	-1	0	2.5	.
43	0	-2	-0.5	-3
44	-7	-3	-0.3	-2
45	1	0	2.5	0
46	-3	2	0.1	4
47	-2	5	-0.3	-2
48	0	-5	0.9	0

A different layout for 12 compounds above.
34	Oc1cccc2c(-c3nn[nH]n3)ccnc12
35	Cc1cc(C)c2c(c1)C(=O)/C(=C/c1ccc(C(=O)O)cc1)CC2
36	Cc1ccccc1[C@@]1(C)ON(c2ccccc2C(F)(F)F)C1=O
37	CCC(C)(C(=O)NC1CCCCC1)N(Cc1cccs1)C(=O)CC1NC(=O)NC1=O (stereo not given)
38	CCOC(=O)C1/C(=N\O)CC(C)(O)C(C(=O)OCC)C1c1ccc(N(C)C)cc1 (stereo not given)
39	Cn1cc(CNC(=O)c2sc3cccc(Cl)c3c2Cl)cn1
40	CCc1cccc2c(C(=O)C(F)(F)F)cn(CC(=O)N3CCOCC3)c12
41	CO/N=C/C(C#N)=C/c1cc(C(=O)c2ccccc2)cn1C
assay / entry | 34 | 35 | 36 | 37 | 38 | 39 | 40 | 41
HCV core dimer | . | 10 | . | 2 | 0 | -2 | -1 | -3
proCasp7 act | 15 | 1 | 10 | 4 | -15 | 1 | 14 | -7
PAFAH2 inh | 10 | 7 | -1 | 1 | 13 | -8 | 1 | 4
AHR activator | -2 | 3 | 0 | 0 | 0 | -2 | 2 | 1
TPT1 inh | . | 1 | . | 0 | -3 | -5 | -1 | -7
PP1 inh | -3 | 2 | -1 | 1 | 7 | -1 | 0 | 1
proCasp3 act | 7 | -3 | 8 | 4 | -2 | 8 | 2 | 2
PP5 primary | -2.2 | 4.7 | 2.4 | 1.5 | -5.6 | -0.3 | 0.9 | 0.5
Fh CTSL1 inh | . | 3 | . | -1 | 8 | -3 | 4 | -1

42	Cc1ccc(OCCNC(=O)c2ccccc2OCc2c(C)noc2C)cc1
43	CC(C)C(=O)NC(NC(=S)Nc1cccc2cccnc12)C(Cl)(Cl)Cl (stereo not given)
44	O=C(O)c1ccc(Cn2cnc3sc4c(c3c2=O)CCCC4)cc1
45	COc1ccc(/C=C2/C(=O)N(Cc3ccccc3)N=C2C)cc1
assay / entry | 42 | 43 | 44 | 45
HCV core dimer | . | 6 | 0 | 9
proCasp7 act | -2 | 2 | 0 | -22
PAFAH2 inh | -1 | -5 | 2 | 0
AHR activator | 1 | 8 | 0 | 0
TPT1 inh | . | -1 | -5 | 1
PP1 inh | -1 | 0 | -7 | 1
proCasp3 act | 0 | -2 | -3 | 0
PP5 primary | 2.5 | -0.5 | -0.3 | 2.5
Fh CTSL1 inh | . | -3 | -2 | 0

Screens deposited in PubChem BioAssay by The Scripps Research Institute Molecular Screening Center.
